RmlCD inh 1536 = inhibitors of Mycobacterium tuberculosis RmlC and RmlD coupled enzymes; hit rate 0.03% among 160,000; AID 1533; inhibition, % at 3.6 µM; P9WH09+P9WH11; RmlC+RmlD coupled enzyme assay, percent inhibition; primary screen in compound mixtures; in the data active means inhibition mostly above about 34%, no sharp cut-off; inconclusive means no clear call, values can overlap the other calls; inactive means mostly below about 22%; further: some results filed as inactive read as strong as hits
Target sequence (P9WH09 whole entry, looked up): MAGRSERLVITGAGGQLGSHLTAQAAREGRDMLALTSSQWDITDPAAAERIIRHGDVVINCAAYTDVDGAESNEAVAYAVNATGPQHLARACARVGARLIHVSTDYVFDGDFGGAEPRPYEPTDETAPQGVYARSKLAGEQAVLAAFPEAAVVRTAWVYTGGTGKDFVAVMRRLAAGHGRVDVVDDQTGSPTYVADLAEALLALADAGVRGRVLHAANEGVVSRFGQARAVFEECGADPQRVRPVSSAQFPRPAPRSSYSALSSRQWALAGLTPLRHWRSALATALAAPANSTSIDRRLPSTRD
Target sequence (P9WH11 whole entry, looked up): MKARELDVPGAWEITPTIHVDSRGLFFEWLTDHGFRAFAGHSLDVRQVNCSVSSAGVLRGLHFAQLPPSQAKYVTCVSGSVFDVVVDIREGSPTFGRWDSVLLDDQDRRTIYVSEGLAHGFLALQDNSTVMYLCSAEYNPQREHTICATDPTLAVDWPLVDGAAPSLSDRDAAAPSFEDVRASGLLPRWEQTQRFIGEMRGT
GlmU inhibition = inhibition of mycobacterial GlmU enzyme – biochemical, glucosamine-1-phosphate acetyltransferase (AID 1376) | M. tuberculosis GlmU acetyltransferase enzyme assay; higher % means a stronger effect | one-dose inhibition, %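 (tested at 30 µM in the primary screen)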; IC50 in µM for titrated hits | hit rate 0.25% among 220,000; in the data active means inhibition above about 13%; inconclusive means no clear call, values can overlap the other calls;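 further: 0% = complete reaction with vehicle and 100% = reaction without substrate; strong numbers were not always called active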
* marks the source's active call; other numbers are inactive results; ? = inconclusive; · = no result given. This is a subset; rates above refer to the full screens.

The opening 16 records, ahead of the listing:
SMILES | RmlCD inh 1536 | GlmU inhibition
CNC(=O)c1ccc(-c2ccc(F)cc2)s1 | · | -1.1%
Cc1ccc(/C(C#N)=C\c2ccc(N3CCOCC3)o2)cc1 | 6 | -8.0%
Cc1ccc(Cn2c(NCCCn3ccnc3)nc3c2c(=O)n(C)c(=O)n3C)cc1 | · | -1.7%
Cc1nn(C(C)C(=O)N/N=C/c2ccc(N(C)C)cc2)c(C)c1[N+](=O)[O-] (stereo not given) | 6 | 3.8%
O=C(Nc1ccc2c(c1)oc1ccccc12)c1ccc(Br)o1 | · | 3.1%
O=P(O)(c1ccc(Cl)cc1)c1ccc(Cl)cc1 | 23 | 4.7%
CCOc1ccc(C2Sc3ccccc3NC3=C2C(=O)OC3)cc1 (stereo not given) | 6 | 6.0%
O=C1NS(=O)c2cc([N+](=O)[O-])cc([N+](=O)[O-])c21 (stereo not given) | 5 | 8.7%
O=C(CCn1c(=O)[nH]c2ccsc2c1=O)N1CC(=O)N(CCc2ccccc2)C(=O)C1 | -10 | -0.8%
Cc1cc(C)cc(N2C(=O)C3CC=CCC3C2=O)c1 (stereo not given) | 12 | 1.2%
CN1CCc2c(sc3c2c(=O)n(-c2ccccc2)c2nnc(SCc4ccccc4)n32)C1 | 10 | -1.9%
CC(C)(C)OC(=O)CNC(=O)c1[nH]cnc1C(=O)N[C@@H](Cc1ccccc1)C(=O)OC(C)(C)C | · | 4.0%
Cc1[nH]c2ccccc2c1C(=O)CSC(=S)N1CCN(C)CC1 | · | -1.9%
O=S(=O)(O/N=C1\CCCc2ccccc21)c1ccc(Cl)cc1 | -7 | 3.5%
Cc1c(-c2nn(C)c(=O)c3ccccc23)oc2ccc(F)cc2c1=O | 15 | 7.8%
Cn1nnnc1NCc1cccc(Cl)c1Cl | -8 | -0.1%

Main list, repeating the preview:
SMILES | RmlCD inh 1536 | GlmU inhibition
CNC(=O)c1ccc(-c2ccc(F)cc2)s1 | · | -1.1%
Cc1ccc(/C(C#N)=C\c2ccc(N3CCOCC3)o2)cc1 | 6 | -8.0%
Cc1ccc(Cn2c(NCCCn3ccnc3)nc3c2c(=O)n(C)c(=O)n3C)cc1 | · | -1.7%
Cc1nn(C(C)C(=O)N/N=C/c2ccc(N(C)C)cc2)c(C)c1[N+](=O)[O-] (stereo not given) | 6 | 3.8%
O=C(Nc1ccc2c(c1)oc1ccccc12)c1ccc(Br)o1 | · | 3.1%
O=P(O)(c1ccc(Cl)cc1)c1ccc(Cl)cc1 | 23 | 4.7%
CCOc1ccc(C2Sc3ccccc3NC3=C2C(=O)OC3)cc1 (stereo not given) | 6 | 6.0%
O=C1NS(=O)c2cc([N+](=O)[O-])cc([N+](=O)[O-])c21 (stereo not given) | 5 | 8.7%
O=C(CCn1c(=O)[nH]c2ccsc2c1=O)N1CC(=O)N(CCc2ccccc2)C(=O)C1 | -10 | -0.8%
Cc1cc(C)cc(N2C(=O)C3CC=CCC3C2=O)c1 (stereo not given) | 12 | 1.2%
CN1CCc2c(sc3c2c(=O)n(-c2ccccc2)c2nnc(SCc4ccccc4)n32)C1 | 10 | -1.9%
CC(C)(C)OC(=O)CNC(=O)c1[nH]cnc1C(=O)N[C@@H](Cc1ccccc1)C(=O)OC(C)(C)C | · | 4.0%
Cc1[nH]c2ccccc2c1C(=O)CSC(=S)N1CCN(C)CC1 | · | -1.9%
O=S(=O)(O/N=C1\CCCc2ccccc21)c1ccc(Cl)cc1 | -7 | 3.5%
Cc1c(-c2nn(C)c(=O)c3ccccc23)oc2ccc(F)cc2c1=O | 15 | 7.8%
Cn1nnnc1NCc1cccc(Cl)c1Cl | -8 | -0.1%
COc1ccc(Cn2cc([N+](=O)[O-])nc2C)cc1[N+](=O)[O-] | -12 | 6.8%
CCC(=O)NC(c1ccccc1)c1c(OC(C)=O)ccc2ccccc12 (stereo not given) | -12 | 1.5%
CCOC(=O)c1sc(NC(=O)CSc2nnnn2-c2ccccc2)c(C(=O)OCC)c1C | -1 | -0.8%
CC(C)(CC(=O)O)CC(=O)N1CCCN(c2nc3ccc(Cl)cc3s2)CC1 | ? | -5.7%
COc1cc(/C=N/N=C/c2cc(OC)c(O)c(OC)c2)cc(OC)c1O | -13 | 3.6%
COC(=O)c1nnn(CC(=O)NC(=O)Nc2cccc(C)c2C)c1C(=O)OC | 3 | 0.2%
COc1ccc(/C=C/C(=O)C(C)(C)C)cc1OC | · | 1.7%
COc1ccc([N+](=O)[O-])cc1COc1ccc2c(-c3ccccc3)cc(=O)oc2c1 | -1 | ·
Cc1ccccc1Nc1nccc(N(C)C)c1C#N | 4 | -1.0%
COc1ccc(/C=C(/NC(=O)c2ccccc2)C(=O)N/N=C/c2ccncc2)c(OC)c1 | · | -2.8%
Cc1cnccc1CNC(=O)CC1C(=O)NCCN1CC(C)(C)C (stereo not given) | -8 | -5.2%
Cc1cc(C(=O)CSc2nnnn2-c2ccccc2)c(C)n1CCc1ccccc1 | · | 2.1%
O=C(Nc1nccs1)c1cc2sccc2n1Cc1ccc(Cl)cc1 | · | 5.0%
Cc1cccc(C(=O)NC2CCCc3ccccc32)c1 (stereo not given) | · | 3.7%
CCn1nnc(NC(=O)c2cccnc2Cl)n1 | · | 6.0%
COc1ccc(C(=O)NCc2ccc(S(N)(=O)=O)cc2)cc1[N+](=O)[O-] | -5 | -4.3%
CCOC(=O)c1c(C)[nH]c(C(=O)OCC(=O)Nc2cc(C)c(Cl)cc2OC)c1C | 9 | -5.3%
COc1cc2cc(Oc3ccc4ccc(=O)oc4c3)c(=O)oc2cc1OC(C)=O | 4 | 2.2%
Cc1ccc(-c2cc(C(F)F)nc(N3CCOCC3)n2)cc1 | 3 | 6.6%
Cc1ccnc(NC(NC(=O)C(C)C)(C(F)(F)F)C(F)(F)F)c1 | · | -0.5%
COc1ccc2cnn(-c3ccccc3)c(=O)c2c1OC | -9 | 4.1%
Cc1ccc2oc(=O)c3cnn(CC(=O)NCCc4ccsc4)c3c2c1 | · | 0.8%
CCOC(=O)N1CCN(CC(=O)Nc2c(C(=O)OC)[nH]c3cccc(Cl)c23)CC1 | 4 | 3.8%
CCOC(=O)C1(Cc2cccc(OC)c2)CCCN(C(=O)c2ccccc2C)C1 (stereo not given) | 5 | 7.6%
O=C(COC(=O)COc1ccc(Cl)cc1)NCc1cccs1 | -3 | 3.5%
CCOC(=O)N1CCC(N2C(=O)c3ccccc3C2Nc2cccnc2)CC1 (stereo not given) | -5 | -1.9%
Cc1ccccc1-c1nc(-c2ccc(NC(=O)c3cccs3)cc2)no1 | 13 | -2.6%
CN(C)N1C(=O)CC(N2CCCC2)C1=O (stereo not given) | -7 | 1.0%
COc1ccccc1Oc1nc([N+](=O)[O-])nn1CC(N)=O | -6 | 1.3%
Cc1ccc(Cn2nc(C)c(NC(=O)CSc3n[nH]c(C)c3[N+](=O)[O-])c2C)cc1 | -11 | 2.1%
O=C(Nc1ccccc1)/C(=C\c1ccncc1)NC(=O)c1ccccc1 | -10 | 2.2%
CCOC(=O)CN(c1ccccn1)S(=O)(=O)c1ccc(OC)cc1 | 6 | 1.4%
CCc1ccccc1-n1cnc2cc(C(=O)O)ccc21 | · | 1.1%
CN(CC(=O)NC(c1ccccc1)c1ccccc1)Cc1nc2ccccc2c(=O)[nH]1 | 11 | 2.4%
New compounds follow.
SMILES | RmlCD inh 1536 | GlmU inhibition
CCOCCc1nnc(NC(=O)c2cc(OC)c(OC)cc2[N+](=O)[O-])s1 | -5 | 1.2%
CCCCCn1c(=O)[nH]c2cc(C(=O)NCc3ccc4c(c3)OCO4)ccc2c1=O | -18 | 0.7%
FC(F)(F)c1cccc(CNc2ncccc2-c2nc3cc(Cl)ccc3o2)c1 | 2 | 2.6%
NS(=O)(=O)c1ccc(NC(=S)NC(=O)/C=C/c2ccco2)cc1 | 6 | 11%
CN=C1c2cc3cc(OC)ccc3n2CCN1Cc1ccccc1 | 11 | ·
CCC(C)NS(=O)(=O)c1ccc(S(=O)(=O)N(CC(=O)Nc2ccccc2)Cc2ccco2)cc1 (stereo not given) | 8 | 0.5%
CC(C)c1nnc(NC(=O)CCC(=O)NCc2cccs2)s1 | · | 3.9%
NS(=O)(=O)c1cccc(NC(=O)Cn2cc(C(F)(F)F)cc(Cl)c2=O)c1 | · | -5.0%
Cc1ccc(-c2nc3ccccc3c(=O)n2NC(=O)COc2ccccc2)cc1 | · | 6.1%
CC(=O)C1=C(O)C(=O)N(c2ccc(S(N)(=O)=O)cc2)C1c1cccc([N+](=O)[O-])c1 (stereo not given) | -14 | ·
CCCC1Cc2c(sc(N)c2C#N)CO1 (stereo not given) | -13 | -4.7%
Cc1cccc(-n2ccnc2CN2CCN(C3CCCC3)C(CCO)C2)c1 (stereo not given) | 4 | 1.4%
COC(=O)C1=C(C)Nc2nnnn2C1c1cccs1 (stereo not given) | · | 8.6%
Cc1ccc(C(C)C)c(OCC(=O)NNC2=CC(=O)CC(C)(C)C2)c1 | -2 | -2.7%
COC(=O)CSc1nnc(CNC(=O)c2ccc(S(=O)(=O)N3CCOCC3)cc2)n1C | -14 | 0.6%
COc1ccccc1Nc1nnc(SCC(=O)N2CCCC2)s1 | -7 | 1.8%
O=C(/C=C/c1cccc([N+](=O)[O-])c1)NCc1ccco1 | 10 | -0.2%
CN(C(=O)c1ccco1)c1nnc(C23CC4CC(CC(C4)C2)C3)s1 | -5 | 1.5%
CC1(C)CC(=O)C=C(NC2CCCCCC2)C1 | 4 | -1.8%
COc1ccc(-c2nc(N)n(C(=O)Cc3ccccc3)n2)cc1 | · | -0.3%
Cc1nnc(SCc2nc(N)nc(Nc3ccccc3)n2)s1 | · | 0.1%
Cc1cc(C)n(CC(=O)c2ccc(Br)cc2)c(=O)c1C#N | -7 | -4.0%
Cn1c(SCc2ccc(C#N)cc2)nnc1-c1ccccc1 | · | 1.6%
Cc1ccc(CN2C(=O)CCC2C(=O)NCC2CCCO2)cc1 (stereo not given) | -9 | 6.6%
COc1ccccc1N1CCN(C(=O)/C=C/c2c(Cl)nc3ccccn23)CC1 | · | 1.7%
CCOC(=O)c1cc(COc2cc(Cl)cc(Cl)c2)on1 | 21 | -9.9%
COc1ccc(-c2[nH]ncc2/C=N/NC(=O)c2cccc([N+](=O)[O-])c2)cc1OC | -8 | -1.9%
CC(C)CNS(=O)(=O)c1ccc(OCC(=O)Nc2ccc(F)cc2F)cc1 | 8 | 1.9%
CC(=O)Nc1ccc(S(=O)(=O)NCc2csc(C)n2)cc1 | 6 | -2.6%
CCC(Sc1nc2ccsc2c(=O)n1-c1ccc(Cl)c(C)c1)C(=O)NCc1ccco1 (stereo not given) | -9 | -0.2%
Cc1ccc(CCNC(=O)C23CN(Cc4ccccc4)CC2C(c2ccc([N+](=O)[O-])cc2)=NO3)cc1 (stereo not given) | 13 | -0.5%
COc1cccc(NC(=O)CSc2nnc(-c3ccc(C)cc3)o2)c1 | · | -2.8%
CCOC(=O)CC(=O)CSc1ccc2nnc(-c3ccc(F)cc3)n2n1 | 61 | 1.4%
Cc1ccc(S(=O)(=O)CC(=O)c2ccc3c(c2)OCCO3)cc1 | 0 | -1.8%
Cc1cc[n+](-c2nc3ccccc3nc2C(=C=[N-])C#N)cc1 | · | 5.7%
O=S(=O)(c1cccc(-c2n[nH]c(=S)o2)c1)N1CCOCC1 | 0 | 2.8%
Cc1nc2ccc(NC(=O)c3ccc(F)c(S(=O)(=O)N4CCOCC4)c3)cc2s1 | -2 | -0.6%
CCOC(=O)C1(Cc2ccc(OC)cc2)CCN(C(=O)CN2CCOC2=O)CC1 | 9 | -8.0%
O=C(CCn1c(=O)oc2ccccc21)N1CCOCC1 | · | -5.7%
CC(=O)c1sc(N/N=C\c2cccc(Br)c2)nc1C | 9 | 5.2%
CS(=O)(=O)Nc1ccc(Cc2ccc(NS(C)(=O)=O)cc2)cc1 | 10 | -4.2%
Cc1cc(C)cc(OCC(=O)NCCc2nc3ccccc3[nH]2)c1 | -10 | 1.7%
CC(C)C(NC(=O)C(Cc1ccccc1)NC(=O)OCc1ccccc1)C(=O)O (stereo not given) | 68 | 4.0%
Cc1nc2ncccn2c1-c1csc(Nc2ccc(N(C)C)cc2)n1 | 5 | 5.9%
O=C(NCc1ccccn1)c1cc(-c2ccc(-c3ccccc3)cc2)nc2ccccc12 | -3 | 2.9%
CC1CCCC(NC(=O)CCn2c(=S)oc3ccccc32)C1C (stereo not given) | 1 | 0.5%
C/C=C(\C)C(=O)NCCN1C2=NC[C@H](C)N2C[C@@H]1Cc1ccc(OC)cc1 | · | -6.1%
CCOC(=O)C1(Cc2ccc(Cl)cc2)CCN(Cc2cn(CC)nc2C)CC1 | 17 | -0.5%
CSc1cc(C)n(-c2ccccc2C)c(=S)c1C(C)=O | ? | -2.3%
O=C(CN1C(=O)C2C3C=CC(C3)C2C1=O)NCCN1CCCc2ccccc21 (stereo not given) | 0 | ·
Continuation:
SMILES | RmlCD inh 1536 | GlmU inhibition
CC(=O)Nc1nc(C)c(CCCOc2ccc([N+](=O)[O-])cc2)c(=O)[nH]1 | -10 | 5.2%
Cc1[nH]nc2c1C(c1cccs1)C(C#N)=C(N)O2 (stereo not given) | · | -3.3%
CC(C)(C)C(=O)Cn1c(NCCCO)nc2ccccc21 | 2 | -2.7%
CCN(CC)Cc1c(O)ccc2c(=O)c(Oc3ccccc3OC)c(C)oc12 | -2 | 3.8%
Cc1ccc(OC(=O)c2ccc3nc(C)sc3c2)cc1 | -12 | 3.3%
O=C(N/N=C/c1cc([N+](=O)[O-])ccc1N1CCCCCC1)c1ccccn1 | 6 | 4.1%
CC1CCN(S(=O)(=O)c2ccc3c(c2)c(=O)c(C(=O)N2CCCCC2)cn3C)CC1 | -2 | 0.1%
Cc1ccc(S(=O)(=O)N2CCC(NC(=O)OC(C)C)CC2)cc1 | · | -2.2%
Cc1ccc(NC(=S)N2CCn3cccc3C2c2cccnc2)cc1 (stereo not given) | 19 | 2.7%

Assay outcomes: PubChem, several laboratories
